RGS4 inhibitor – human RGS4 inhibition. Transcreener GDP fluorescence polarization, RGS4-accelerated GTP hydrolysis. P49798. AID 504845. Potency, µM (doses to about 114 µM), for the others: at the top dose activity change, negative = inhibition, usual class: inhibitors. 0.039% of 390,000 active; further: on the % scale 0 is the no-effect control and ±100 the full control effect; nearly all actives have a fitted effect of over 75% in size; some results filed as inactive show a strong effect at the top dose
Target sequence (P49798 whole entry, looked up): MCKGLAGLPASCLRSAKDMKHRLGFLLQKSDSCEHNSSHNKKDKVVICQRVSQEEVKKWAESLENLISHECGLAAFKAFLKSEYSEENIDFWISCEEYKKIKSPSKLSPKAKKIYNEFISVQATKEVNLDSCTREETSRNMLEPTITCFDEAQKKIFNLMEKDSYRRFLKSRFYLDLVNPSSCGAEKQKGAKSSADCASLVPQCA
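MLSMR compounds (23 nl, pin-transferred) preincubated 10 min at room temperature with a 500nM (2x) first reagent, then RGS4 at 900nM (2x) plus Transcreener GDP mix added; fluorescence polarization (620/688 nm) read before and after 90 min at 30 °C.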
Vif-APOBEC3G blk – inhibitors of Vif-APOBEC3G interaction | Q9HC16 | HeLa A3G-eYFP + Vif (tagged APOBEC3G with the HIV-1 protein that degrades it), YFP fluorescence, overnight | Potency, µM (doses to about 46.1 µM), for inactives: at the top dose activity, negative = active, actives largely listed as inhibitors | 0.076% of 410,000 active | AID 602310;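 further: on the % scale 0 is the no-effect control and ±100 the full control effect; nearly all actives have a fitted effect of over 60% in size; hits raise eYFP signal because A3G escapes Vif-driven loss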
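Read-out is eYFP fluorescence (Ex 488/Em 500-530) from Vif-expressing HeLa A3G-eYFP cells; more signal means A3G escaped Vif-mediated degradation. Cells plated overnight, compound pinned in, incubated overnight at 37 deg C.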
mIDH1 inhibitor – blocks human mutant IDH1 R132H enzyme | O75874 | IDH1-R132H enzyme, NADPH consumption, diaphorase/resazurin fluorescence | Potency, µM (highest dose often 76.6 µM), without a hit: top-dose activity change, negative = inhibition, most hits filed as inhibitors | 0.093% of 390,000 active | AID 602179; further: on the % scale 0 is the no-effect control and ±100 the full control effect; nearly all actives have a fitted effect of over 65% in size
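IDH1-R132H (0.5 ug/mL dispensed) in pH 7.5 Tris buffer was preincubated 30 min with compound, then given a substrate mix of 0.016 mM NADPH and 2 mM alpha-KG for 80 min at room temperature; remaining NADPH was read by diaphorase/resazurin fluorescence.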
RXFP1 agonist – RXFP1 (human) receptor agonism | Q9HBX9 | HEK293T-RXFP1 cAMP TR-FRET, 30 min; response scale: percent of porcine relaxin response, buffer zero | Potency, µM (highest dose often 57.5 µM), for inactives: at the top dose activation, most hits filed as activators | 0.3% of 370,000 active | AID 2676; further: on the % scale 0 is the no-effect control and ±100 the full control effect; nearly all actives have a fitted effect of over 60% in size; many of its hits are not listed in these tables
Target sequence (Q9HBX9 whole entry, looked up): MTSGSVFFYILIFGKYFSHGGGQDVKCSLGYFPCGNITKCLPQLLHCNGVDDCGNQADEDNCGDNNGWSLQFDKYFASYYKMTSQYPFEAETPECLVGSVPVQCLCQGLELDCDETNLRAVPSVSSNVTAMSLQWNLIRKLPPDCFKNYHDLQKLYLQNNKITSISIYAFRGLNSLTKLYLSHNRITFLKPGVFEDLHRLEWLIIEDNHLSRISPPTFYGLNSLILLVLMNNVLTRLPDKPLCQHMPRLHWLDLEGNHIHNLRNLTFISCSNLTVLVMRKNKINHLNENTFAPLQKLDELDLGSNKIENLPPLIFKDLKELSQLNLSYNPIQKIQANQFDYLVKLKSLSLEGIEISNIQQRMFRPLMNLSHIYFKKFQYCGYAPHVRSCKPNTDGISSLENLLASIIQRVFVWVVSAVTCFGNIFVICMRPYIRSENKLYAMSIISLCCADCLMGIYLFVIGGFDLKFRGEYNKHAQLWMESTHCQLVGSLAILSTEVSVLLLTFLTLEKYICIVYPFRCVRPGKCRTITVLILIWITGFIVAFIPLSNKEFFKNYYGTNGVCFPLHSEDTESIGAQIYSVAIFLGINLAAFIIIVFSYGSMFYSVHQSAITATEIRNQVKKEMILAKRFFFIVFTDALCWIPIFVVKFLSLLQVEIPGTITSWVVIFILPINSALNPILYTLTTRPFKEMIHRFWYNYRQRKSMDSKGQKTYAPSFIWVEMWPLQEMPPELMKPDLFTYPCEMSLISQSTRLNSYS
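HEK293T cells stably expressing RXFP1 were pretreated with the PDE4 inhibitor Ro 20174, exposed to compounds for 30 min at 37C, lysed, and cAMP was read by TR-FRET. Data normalized to buffer (basal) and 29 nM porcine relaxin (100%).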
ALOX12 inh – inhibitors of human 12S-lipoxygenase ALOX12; P18054; Potency, µM (top dose mostly 108 µM), without a hit: at the top dose activity change, negative = inhibition, hits mostly inhibitors; purified 12hLO, xylenol orange hydroperoxide absorbance; 1.1% of 580,000 active; further: on the % scale 0 is the no-effect control and ±100 the full control effect
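Hydroperoxide product was detected by ferrous iron/xylenol orange as the 573 to 405 nm absorbance ratio. Arachidonic acid at 40 uM (final) was turned over for 30 min at room temperature by 150 nM human 12hLO, pH 7.0 Hepes buffer, after 15 min compound preincubation.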
USP1-UAF1 inh – USP1/UAF1 (human) deubiquitinase inhibition; O94782; recombinant USP1/UAF1, Ub-Rhodamine cleavage fluorescence; Potency, µM (series often up to 57.1 µM), inactives show at the highest dose activity change, negative = inhibition, usual class: inhibitors; 0.23% of 390,000 active; AID 743255; further: on the % scale 0 is the no-effect control and ±100 the full control effect; nearly all actives have a fitted effect of over 60% in size; inactives centre near -12
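In this screen, compounds sit with the deubiquitinase complex (1nM) for 15 min at room temperature before Ub-Rho is added at 150nM final. Fluorescence rise is then followed for 6 reads every 60 seconds.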
TrxR1 substrate – substrates of rat thioredoxin reductase 1; purified TrxR1 substrate turnover, NADPH consumption readout; Potency, µM (doses to about 114 µM), for the others: top-dose activity change, negative = substrate turnover; 0.01% of 390,000 active; AID 588456; further: on the % scale 0 is the no-effect control and ±100 the full control effect; nearly all actives have a fitted effect of over 50% in size
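Rat TrxR1, dispensed at 90 nM, was prereduced with 400 uM NADPH (final) for 5 min at ~22 deg C, then incubated with compound 15 min before 400 uM selenite. A first-read NADPH fluorescence drop versus no-compound background flagged substrates.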
Vif-A3F inh – inhibitors of Vif-A3F interaction | HeLa A3F-eYFP + Vif (tagged APOBEC3F with the HIV-1 protein that degrades it), YFP fluorescence increase | Potency, µM (doses to about 46.1 µM), for inactives: at the highest dose activity, negative = active | 0.2% of 390,000 active | AID 602313; further: % of control where 0% means no effect; nearly all actives have a fitted effect of over 65% in size
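Fluorescence increase (Ex 488/Em 500-530) after overnight compound treatment at 37 deg C flags inhibition of Vif-driven A3F-eYFP loss in stable HeLa A3F-eYFP/Vif cells seeded overnight beforehand.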
rTrxR1 inhibitor – rat TrxR1 inhibition. Potency, µM (doses to about 114 µM), for inactives: at the top dose activity change, negative = inhibition, actives largely listed as inhibitors. 1% of 390,000 active. recombinant rTrxR1, NADPH fluorescence consumption, selenite substrate. AID 588453. O89049; further: on the % scale 0 is the no-effect control and ±100 the full control effect; nearly all actives have a fitted effect of over 65% in size
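Rat TrxR1 (90 nM in the dispensed reagent) was pre-reduced with 400 uM NADPH for 5 min at room temperature, then incubated with compound for 15 min. After 400 uM selenite was added, NADPH fluorescence (Ex 340/Em 450 nm) was followed for 8 min.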
Starred values were filed as active, the others as inactive; ? = inconclusive; / = no result given; [ ] = remark or other dose. The call rests on the fitted dose curve; in most records, active means well fitted curve in the direction sought with a large enough effect; inconclusive means small, poorly fitted or top-dose-only effect, or another doubt; inactive means no such curve, though single readings can be large; an effect the other way counts as inactive or inconclusive. Potency means the concentration at half of the fitted maximal effect. The list is partial. The share of hits here may be higher or lower than overall.

SMILES	RGS4 inhibitor	Vif-APOBEC3G blk	mIDH1 inhibitor	RXFP1 agonist	ALOX12 inh	USP1-UAF1 inh	TrxR1 substrate	Vif-A3F inh	rTrxR1 inhibitor
CC12CCC(=O)N1C(C(=O)NCc1ccccc1Cl)CS2 (stereo not given)	-25%	0%	5%	-0.9%	1%	-15%	-12%	-9%	-2%
COc1cc(/C=N/NC(=O)CCNC(=O)c2ccccc2Cl)ccc1O	-10%[56.9 µM]	13%	10%	0.2%	13%	-21%	-6%	3%	0%
COc1ccc(CCNC(=O)c2ccccc2SC)cc1	-8%	1%	-9%	0.2%	-1%	0%	5%[57.1 µM]	3%	12%[57.1 µM]
Cc1cccc2nc(CSc3nc4[nH]ncc4c(=O)n3-c3ccccc3Cl)cc(=O)n12	?	0%	3%	5.4%	-19%	-14%	-13%	2%	-15%
COc1ccccc1C(=O)NCCC(=O)NCC(c1ccccc1OC)N1CCCC1 (stereo not given)	-6%	3%	-11%	-0.4%	10%	-23%	3%[57.1 µM]	11%	7%[57.1 µM]
COCCNC(=O)C(=O)NCC(c1ccc2c(c1)OCO2)N1CCOCC1 (stereo not given)	11%	0%	-3%	-2.2%	-9%	-18%	-1%[57.1 µM]	-11%	13%[57.1 µM]
CCOCCCn1c(=S)[nH]c2cc(C(=O)N3CCOCC3)ccc2c1=O	20%	0%	-1%	-0.7%	-16%	-4%	2%[57.1 µM]	-11%	-8%[57.1 µM]
COc1ccc(CCNCC(O)Cn2ccc3ccccc32)cc1OC (stereo not given)	11%	0%	-1%	2.2%	306%[activator]	-23%	3%	-13%	43%[activator]
CCOC(=O)COc1ccc(S(=O)(=O)Nc2ccc3c(c2)OCO3)cc1	-10%	2%	-1%	1.9%	0%	-1%	3%	0%	3%
Cc1ccc(-c2nn(C(C)(C)C)c3ncnc(NS(=O)(=O)c4ccc([N+](=O)[O-])cc4)c23)cc1	-13%	1%	-8%	0.2%	-28%	-23%	0%[57.1 µM]	-9%	6%[57.1 µM]
O=[N+]([O-])c1cc2c(cc1Br)CCN2	4%	-1%	-7%	-2.8%	11%	-11%	0%	5%	-1%
CCn1c(CNC(=O)C23CC4CC(CC(C4)C2)C3)nnc1SCC(=O)Nc1ccccc1	-21%	-3%	-6%	-0.2%	-24%	-13%	1%	?	5%
COc1ccccc1C(=O)N1c2ncnn2C2(CCCCC2)[C@@H]2CCCC[C@@H]21	12%	-1%	-14%	-0.9%	-15%	-15%	0%	-1%	19%
Cc1c(Br)c(=O)[nH]c(=O)n1COCc1ccccc1	-31%	1%	9%	-0.3%	0%	-10%	-6%	-8%	-2%
Cc1ccc(C2OC(=O)c3ccccc32)cc1 (stereo not given)	9%	0%	4%	0.6%	-1%	?	0%	2%	13%
Cc1nn(C)cc1/C=N/NC(=O)Cn1nnc(N)n1	-10%	4%	0%	0.9%	10%	-16%	10%[57.1 µM]	6%	8%[57.1 µM]
Cc1ccc(NC(=S)NC(=O)C2CC2)c(C)c1	-15%	-1%	4%	-2.2%	?	-15%	0%	?	-30%
Cc1ccccc1Oc1ccc(-c2nc(N)nc(N)n2)cc1	-16%	0%	8%	3.8%	?	-11%	-14%	/	-6%
O=C(O)/C=C\c1cc2c(cc1[N+](=O)[O-])OCO2	1%	-6%	2%	0.7%	0%	-18%	1%	-23%	8%
COc1ccccc1C1(O)CC2CCC(C1)N2S(=O)(=O)c1ccc(C(C)=O)cc1 (stereo not given)	23%	-10%	10%	1.6%	-5%	-23%	11%	1%	13%
Cc1ccc(CNC(=O)c2ccc(CSCc3cccc(C)c3)o2)cc1	24%	0%	-1%	-2.4%	?	-22%	-3%[57.1 µM]	4%	8%[57.1 µM]
O=C(Nc1nnc(-c2ccccc2Cl)s1)c1ccccc1F	-27%	0%	21%	?	39%	-24%	11%	-12%	23%
O=C(/C=C/c1cccc([N+](=O)[O-])c1)NC(=S)Nc1ccc(CN2CCOCC2)cc1	-24%	0%	5%	-0.1%	-22%	-8%	-2%	1%	10%
C=CCNC(=O)CC(=O)N/N=C/c1cccc(Br)c1	24%	-2%	8%	-1.8%	2%[57.4 µM]	?	8%	1%	6%
ON=C(CCc1ccccc1)CCc1ccccc1	4%	-8%	2%	/	-6%	-8%	-16%	-5%	6%[57.1 µM]

Part of the list above, showing only RXFP1 agonist, Vif-APOBEC3G blk and ALOX12 inh.
Structure	RXFP1 agonist	Vif-APOBEC3G blk	ALOX12 inh
O=C(/C=C/c1cccc([N+](=O)[O-])c1)NC(=S)Nc1ccc(CN2CCOCC2)cc1	-0.1%	0%	-22%
C=CCNC(=O)CC(=O)N/N=C/c1cccc(Br)c1	-1.8%	-2%	2%[57.4 µM]
ON=C(CCc1ccccc1)CCc1ccccc1	/	-8%	-6%

Further compounds follow:
SMILES	RGS4 inhibitor	Vif-APOBEC3G blk	mIDH1 inhibitor	RXFP1 agonist	ALOX12 inh	USP1-UAF1 inh	TrxR1 substrate	Vif-A3F inh	rTrxR1 inhibitor
Cc1cc(C)c(S(=O)(=O)Nc2cccc(C(F)(F)F)c2)c(C)c1	/	-10%	/	/	0%	/	-10%	/	11%
CCOC(=O)C1(Cc2ccc(OC)cc2)CCN(C(=O)C2CC(=O)N(C3CC3)C2)CC1 (stereo not given)	-13%	2%	0%	1.5%	0%	-27%	8%	7%	24%
CC(C)N(Cc1ccccc1)C(=O)c1cnc2n(c1=O)CCS2	-22%	-2%	-18%	-0.3%	10%[57.4 µM]	-18%	7%[57.1 µM]	1%	7%[57.1 µM]
FC(F)(F)c1ccccc1NC(=S)N/N=C1\CC2CC=CC12 (stereo not given)	-33%	?	4%	-1.8%	?	-11%	4%[57.1 µM]	-12%	-1%[57.1 µM]
CC(=O)c1c(C(C)=O)c(C)n(NC(=O)c2cccnc2)c1C	31%	-1%	5%	0.5%	-3%	?	9%	-14%	14%
CCN(Cc1ccccc1)C(=O)CC1Oc2ccccc2NC1=O (stereo not given)	-11%	0%	8%	0.4%	2%	?	6%	0%	8%
COC(=O)CCC(=O)N1CCCC(N2CCN(c3cccc(C(F)(F)F)c3)CC2)C1 (stereo not given)	-10%	-5%	6%	0.3%	-3%	-11%	8%[57.1 µM]	6%	22%[57.1 µM]
COc1cc(CC(=O)Nc2ccc(N3CCOCC3)cc2)cc(OC)c1OC	-13%	0%	0%	0.4%	-12%	-5%	6%	-1%	14%[57.1 µM]
CCS(=O)(=O)Nc1ccc(C(=O)NCCSc2ccccc2)cc1	13%	-1%	8%	-0.2%	14%	-3%	5%[57.1 µM]	9%	19%[57.1 µM]
CCOC(=O)Cc1csc(NC(=O)CSc2nnnn2-c2ccc(C)cc2C)n1	-14%[11.4 µM]	3%	-1%	1.3%	?	-3%	-4%[57.1 µM]	2%	10%[57.1 µM]
O=C(Nc1cccc(C(=O)NC2CCCC2)c1)c1ccccc1	7%	0%	-11%	3.1%	143%[activator]	-13%	-7%	2%	3%
COc1ccc(NC(=S)N2CCC(C(=O)c3ccc(F)cc3)CC2)cc1	-13%	2%	11%	/	-27%	-16%	5%	3%	17%
CCCC1CC(CSc2ncn[nH]2)OC1=O (stereo not given)	8%	-2%	4%	0.7%	0%	-8%	4%[57.1 µM]	-28%	-3%[57.1 µM]
CCOc1ccc2[nH]c(=O)c(CN(CCO)C(=O)c3ccc(OC)c(OC)c3)cc2c1	-18%	1%	9%	0.9%	15%	8%	35%[activator]	-8%	9%
COc1ccc(NC(=O)CSc2nnc(-c3cccnc3)n2C)cc1	21%[11.4 µM]	-1%	0%	5.1%	5%	-5%	-3%	-2%	10%
COc1ccc(CCN=C(NS(=O)(=O)c2ccccc2)c2ccccc2)cc1OC	-1%	-3%	-2%	2.4%	-5%	-23%	5%[57.1 µM]	2%	24%[57.1 µM]
CN(Cc1ccccc1)C(=S)Nc1ccc(OC(F)F)cc1	-28%	2%	3%	-4.4%	-4%	-15%	-10%	0%	-13%
Cc1cccc(NC(=O)CN2C(=O)N/C(=C/c3cc(C)n(-c4ccncc4)c3C)C2=O)c1	-43%	-2%	5%	5.2%	-25%	-5%	-11%	-2%	-11%
C=CCn1c(-c2cccs2)nc2nc3ccccc3nc21	-2%	-10%	19%	4.5%	?	-1%	981%[activator]	/	-46%
COc1cccc(N2CCN(C(=O)c3c(C)nn(-c4ccccc4)c3C)CC2)c1	20%	0%	0%	-0.8%	-11%	-10%	-6%	-29%	-1%
O=C(c1ccc2c(c1)OCCO2)N1CCCC(CNS(=O)(=O)c2cccs2)C1 (stereo not given)	-4%	1%	9%	-0.5%	0%	?	4%	-13%	23%
C[C@H]1CN([C@@H](C)CO)C(=O)c2cc(Br)cnc2O[C@H]1CN(C)S(=O)(=O)c1cccs1	/	-5%	2%	/	-40%	-20%	/	2%	/
CCN1CCN(c2ccc(S(=O)(=O)N3CCOCC3)cc2NC(=O)C(C)Oc2cccc(Cl)c2)CC1 (stereo not given)	-1%	-1%	-1%	-1.3%	-6%	1%	-4%[57.1 µM]	3%	2%[57.1 µM]
C#CCNC(=O)C1=C[C@H](C2CCCCC2)C[C@H](OCCCCO)O1	-16%	-7%	-9%	0.4%	?	-3%	4%[57.1 µM]	6%	-54%
Cc1cc(C)c2c(n1)SCC(=O)N2CC(=O)Nc1ccccc1Cl	3%	-1%	0%	2.9%	448%[activator]	-17%	-1%	1%	21%
